Xi reactivation: reactivates the inactive X chromosome in mouse fibroblasts; XiGFP mouse fibroblasts, % GFP-positive cells imaging, 3 d; cells co-treated with 5-aza-dC sensitizer; scaled so ellipticine positive control = 100%; activation, % at 7.58 µM; hit rate 0.055% among 360,000; AID 743238;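 active means mean normalized replicate activation at least 10% and every replicate at or above 10%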;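 further: 0% = median of on-plate neutral control wells and 100% = ellipticine 6 µM median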
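Material: XiGFP fibroblasts, SV40-immortalized. Buffer or medium: DMEM plus 5-aza-dC sensitizer. Compound: single concentration per compound, delivered by pin transfer. Times: 3 days compound exposure. Controls: ellipticine 6 µM.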
INS-1E GSIS act: primary screen for activators of insulin secretion dependent on glucose, INS-1E cells, GLuc reporter luminescence; INS-1E GLuc reporter insulin secretion, 2-3 h; activation, % at 16.6 µM; hit rate 0.61% among 370,000; AID 743287;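 active means lowest replicate activation of at least 40%, so every replicate reaches that level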;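 further: 0% = median of neutral control wells and 100% = median of IBMX positive control wells; some compounds called inactive have numbers as strong as hits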
Starred values were filed as active, the others as inactive.

SMILES | Xi reactivation | INS-1E GSIS act
O=C1[C@H](Cc2ccc(C(F)(F)F)cc2)CCn2cc(nn2)COC[C@@H]2CCCCN2C(=O)[C@H](Cc2ccc(C(F)(F)F)cc2)CCn2cc(nn2)COC[C@@H]2CCCCN12 | 0.2 | -4
C[C@@H]1CN(C)C(=O)Cc2ccccc2O[C@@H]1CN(C)C(=O)OC(C)(C)C | 0.3 | 16
COc1ccc2c3c([nH]c2c1)[C@@H](CO)N(C(=O)c1ccncc1)CC31CN(Cc2cccnc2)C1 | 0.1 | 11
CN1C(=O)c2cc(NC(=O)c3cnccn3)ccc2OC[C@H]2O[C@H](CC(=O)NCC3CC3)CC[C@@H]21 | 0.0 | 13
C[C@H]1CN(C)C(=O)c2ccccc2O[C@@H]1CN(C)C | 0.2 | 2
CNC[C@@H]1Oc2c(NS(=O)(=O)c3ccc(OC)cc3)cccc2C(=O)N([C@@H](C)CO)C[C@H]1C | 0.0 | 14
CC[C@@H]1CC=CC[C@H](C)Oc2ccccc2C(=O)N(C)[C@H](Cc2ccccc2)C(=O)N1 (mixture of isomers) | 0.0 | 1
CC[C@@H]1CC=CC[C@H](C)Oc2ccccc2C(=O)N(C)[C@@H](Cc2ccccc2)C(=O)N1 (mixture of isomers) | 0.0 | -12
COc1ccc2c3c([nH]c2c1)[C@@H](CO)N(C(=O)CC1CC1)CC31CCN(Cc2cncnc2)CC1 | 0.6 | -16
COc1ccc(S(=O)(=O)N2CC3(CN(Cc4ccncc4)[C@@H](CO)c4[nH]c5cc(OC)ccc5c43)C2)cc1 | 0.2 | 15
COc1ccc(C[C@H]2CCn3nncc3COC[C@@H](c3ccccc3)NC2=O)cc1 | 0.1 | -1
CCCNC(=O)N1CC[C@@H]2[C@@H](CO)N(C)c3ccc(-c4cccc(OC)c4)cc3[C@@H]21 | 0.2 | -1
C[C@@H]1CN([C@H](C)CO)C(=O)c2c(c3ccccc3n2C)-c2ccccc2CO[C@@H]1CN(C)S(=O)(=O)c1ccc(F)cc1 | -0.2 | -10
CC(C)[C@@H]1CCc2cnnn2COC[C@H](Cc2ccccc2)NC1=O | 0.0 | 11
C[C@@H]1CN(C)C(=O)Cc2cc(N)ccc2O[C@@H]1CN(C)C | 0.3 | 2
CC(C)NC(=O)N(C)C[C@@H]1Oc2ccc(NS(C)(=O)=O)cc2C(=O)N(C)C[C@H]1C | 0.3 | 2
CC(C)NC(=O)Nc1ccc2c(c1)CC(=O)N(C)C[C@H](C)[C@H](CN(C)S(C)(=O)=O)O2 | 0.3 | -4
Cc1ccccc1-c1ccc([C@@H]2[C@@H](CO)N3C(=O)CN(C(=O)c4cccnc4)C[C@@H]23)cc1 | 0.4 | 4
CNC[C@@H]1Oc2c(N)cccc2C(=O)N(C)C[C@@H]1C | 0.4 | 3
C[C@H]1CC=CC[C@@H](c2ccccc2)NC(=O)[C@H](C)N(C)C(=O)c2ccccc2O1 (mixture of isomers) | 0.3 | -1
CNC[C@@H]1Oc2ccc(NS(C)(=O)=O)cc2CC(=O)N(C)C[C@@H]1C | 0.0 | 12
O=C(NCCN1CCCC1)c1cc2c(c(-c3cccc(C4=CCCC4)c3)n1)[C@@H](CCO)N(CC1CC1)C2 | 0.0 | 3
COc1ccc2c3c([nH]c2c1)[C@@H](CO)N(C(=O)c1ccc(F)cc1)CC31CCN(Cc2cccnc2)CC1 | 0.0 | -8
C[C@@H]1CN([C@H](C)CO)C(=O)c2cc(NC(=O)Nc3cccc4ccccc34)ccc2O[C@@H](C)CCCCO[C@@H]1CN(C)S(=O)(=O)c1ccccc1 | 0.3 | 35
CN(C)CC#Cc1ccc([C@@H]2[C@H]3CN(C(=O)c4cccnc4)CC(=O)N3[C@H]2CO)cc1 | 0.2 | 17
SMILES | Xi reactivation | INS-1E GSIS act
COc1ccc2c3c(n(C)c2c1)[C@H](CO)N(C(=O)C1CCCC1)CC31CN(C(=O)CN(C)C)C1 | 0.1 | -8
O=C(C[C@@H]1C[C@H]2c3cc(NC(=O)Nc4ccccc4F)ccc3O[C@H]2[C@@H](CO)O1)NCc1ccc2c(c1)OCO2 | 0.2 | 11
CN(C[C@@H]1N[C@H](CO)[C@@H]1c1ccccc1)C(=O)c1ccccc1F | -0.1 | -5
O=C(C1CCC1)N1CC2(C1)[C@@H](c1ccccc1)[C@@H](CO)N2CC1CCCC1 | 0.2 | -11
C[C@H]1COCc2cnnn2CC[C@@H](Cc2ccccc2)C(=O)N1 | 0.0 | 1
CCCNC(=O)N1[C@@H](CO)[C@H](c2ccccc2)C12CN(C(=O)c1cccnc1)C2 | 0.1 | 9
CC(C)[C@@H]1C(=O)N[C@H](c2ccccc2)CC=CC[C@@H](C)Oc2ccccc2C(=O)N1C (mixture of isomers) | 0.0 | -5
C[C@@H]1CN([C@@H](C)CO)C(=O)c2ccccc2-c2ccccc2CO[C@@H]1CN(C)C(=O)[C@H]1CCCN1C | 0.0 | 6
CS(=O)(=O)N1C[C@@H]2C(c3ccccc3)[C@H](C1)N2Cc1ccc(F)cc1 (stereo partly drawn) | 0.4 | 11
CC(C)[C@H]1COCc2cnnn2CCC[C@H](C)C(=O)N1 | 0.0 | -4
C[C@H]1CN([C@@H](C)CO)C(=O)c2cc(N(C)C)ccc2O[C@@H]1CN(C)C(=O)Nc1ccccc1 | -1.2 | -11
C[C@H](CO)N1C[C@H](C)[C@@H](CN(C)S(=O)(=O)c2ccc(F)cc2)OCc2ccccc2-c2ccccc2C1=O | -0.1 | -36
Cc1noc(C)c1S(=O)(=O)N(C)C[C@H]1Oc2ccc(N(C)C)cc2C(=O)N([C@H](C)CO)C[C@@H]1C | 0.2 | 5
CO[C@H]1CN(C)C(=O)c2ccc(NS(C)(=O)=O)cc2OC[C@H](C)NC[C@@H]1C | -0.1 | 4
O=C(c1ccccn1)N1[C@@H](CO)[C@@H](c2ccccc2)C12CN(Cc1ccccc1F)C2 | 0.0 | 15
COc1ccc2c3c([nH]c2c1)[C@@H](CO)N(Cc1ccc(F)cc1)CC31CCN(C(C)=O)CC1 | 0.2 | -18
C[C@H]1CN(C)C(=O)Cc2cc(N(C)C)ccc2O[C@@H]1CN(C)C(=O)OC(C)(C)C | 0.3 | -16
O=C(c1ccccc1F)N1CC2(C1)[C@H](c1ccccc1)[C@@H](CO)N2CC1CCCC1 | 0.0 | -5
COCC#Cc1ccc([C@@H]2[C@@H](CO)N3C(=O)CN(C(=O)Nc4cc(F)ccc4F)C[C@H]23)cc1 | 0.1 | 0
CC(=O)Nc1cccc2c1O[C@H](CN(C)C(=O)NC(C)C)[C@H](C)CN(C)C2=O | -0.1 | 6
C[C@@H]1CN([C@H](C)CO)C(=O)CCCn2nncc2CO[C@H]1CN(C)S(=O)(=O)c1ccccc1C#N | 0.2 | 10
CC(C)C[C@H]1COCc2cn(nn2)CC[C@@H](Cc2ccc(Cl)cc2)C(=O)N1 | 0.0 | -12
O=C1NCCOCc2cnnn2CC[C@H]1Cc1ccc(F)cc1 | 0.0 | 14
CCCC(=O)Nc1ccc2c(c1)OC[C@@H](C)N(Cc1cncnc1)C[C@@H](C)[C@H](OC)CN(C)C2=O | -0.4 | -2
COc1ccc2c3c([nH]c2c1)[C@@H](CO)N(C(=O)NC(C)C)CC31CN(Cc2ccc(F)cc2)C1 | 0.0 | 1
SMILES | Xi reactivation | INS-1E GSIS act
C[C@H]1CN(C)C(=O)Cc2cc(N)ccc2O[C@H]1CN(C)C(=O)OC(C)(C)C | 0.3 | -3
COc1ccccc1CN1CC2(C1)[C@@H](c1ccccc1)[C@@H](CO)N2Cc1ccccc1 | -0.1 | -5
C[C@@H]1CCCCO[C@@H](CN(C)C(=O)Nc2ccccc2)[C@@H](C)CN([C@@H](C)CO)C(=O)c2cc(NC(=O)Nc3ccc(F)cc3)ccc2O1 | 0.3 | 0
CNC[C@H]1OCc2ccccc2-c2c(n(C)c3ccccc23)C(=O)N([C@H](C)CO)C[C@@H]1C | 2.6 | -10
CC(C)NC(=O)Nc1ccc2c(c1)C(=O)N(C)C[C@@H](C)[C@@H](CN(C)C)O2 | 0.0 | 10
COc1ccc([C@H]2C/C=C\C[C@H](c3ccc4c(c3)OCO4)NC(=O)CCC(=O)N2)c(OC)c1 | 0.2 | -11
CC(=O)N(C)C[C@H]1Oc2ccccc2C(=O)N(C)C[C@H]1C | 0.4 | -8
O=C(c1cccc(F)c1)N1CC[C@@H]2[C@H](CO)Nc3ccc(C#CC4CC4)cc3[C@@H]21 | 0.1 | 8
CC(C)[C@@H]1COCn2nncc2CC[C@H](C)C(=O)N1 | 0.2 | 7
CC(C)NC(=O)Nc1cccc2c1O[C@H](CN(C)C)[C@@H](C)CN(C)C2=O | 0.5 | 23
O=C(c1ccccc1)N1CC(=O)N2[C@H](C1)[C@@H](c1ccc(/C=C/c3ccccc3)cc1)[C@@H]2CO | 0.0 | 4
C[C@H]1CN(C)C(=O)c2cccc(NS(C)(=O)=O)c2O[C@H]1CN(C)S(C)(=O)=O | 0.3 | 0
COc1ccccc1NC(=O)N1CCCCN2[C@H](C1)[C@@H](c1ccc(-c3ccc(C)cc3)cc1)[C@@H]2CO | 0.4 | -2
O=C1C[C@@H](c2ccccc2)C(=O)N[C@H](c2ccc(F)cc2)C/C=C\CCN1 | 0.4 | 12
COc1ccc2c3c([nH]c2c1)[C@H](CO)N(C(=O)CC1CC1)CC31CCN(Cc2ccncc2)CC1 | 0.1 | 8
COc1cccc(CN2[C@H](CO)[C@H](c3ccccc3)C23CN(Cc2ccccc2OC)C3)c1 | 0.1 | -4
C[C@H]1CN([C@@H](C)CO)C(=O)c2c(c3ccccc3n2C)-c2ccccc2CO[C@H]1CN(C)S(=O)(=O)c1ccccc1F | -1.0 | 4
C[C@@H]1CN(C)C(=O)Cc2cc(N(C)C)ccc2O[C@@H]1CN(C)C(=O)OC(C)(C)C | 0.5 | 6
CN(C)CC#Cc1ccc([C@H]2[C@@H](CO)N3CCCCN(S(=O)(=O)c4ccccc4F)C[C@@H]23)cc1 | -0.1 | 1
CC[C@H]1C/C=C\C[C@H](CC)NC(=O)[C@@H](C)CC(=O)N1 | 0.1 | 0
C[C@@H]1CN([C@@H](C)CO)C(=O)c2cc(NC(=O)Nc3ccc(C(F)(F)F)cc3)ccc2O[C@@H](C)CCCCO[C@H]1CN(C)C(=O)Nc1ccccc1 | 0.1 | -18
O=C1N[C@H](c2ccccc2)COCc2cn(nn2)CC[C@H]1Cc1ccc(Cl)cc1 | 0.0 | 7
CC(C)[C@H]1CC=CC[C@H](C)Oc2ccccc2C(=O)N(C)[C@@H](C)C(=O)N1 (mixture of isomers) | 0.0 | 22
OC[C@@H]1[C@@H](c2ccc(C#Cc3ccccc3)cc2)[C@@H]2CN(Cc3ccccn3)CCCCN12 | 0.0 | -20
CC(C)NC(=O)Nc1ccc2c(c1)C(=O)N(C)C[C@@H](C)[C@H](CN(C)C)O2 | 0.3 | 5

Exported as comma-separated lines: entries from further up
SMILES,Xi reactivation,INS-1E GSIS act
CC(C)[C@@H]1COCn2nncc2CC[C@H](C)C(=O)N1,0.2,7
O=C(c1cccc(F)c1)N1CC[C@@H]2[C@H](CO)Nc3ccc(C#CC4CC4)cc3[C@@H]21,0.1,8

(list continues)
SMILES | Xi reactivation | INS-1E GSIS act
C[C@H]1CN([C@@H](C)CO)C(=O)c2ccccc2-c2ccccc2CO[C@@H]1CN(C)Cc1cccc(F)c1 | -0.3 | -7
CC(=O)N1CC(=O)N2[C@@H](CO)[C@H](c3ccc(-c4ccccc4)cc3)[C@@H]2C1 | 0.5 | 10
C[C@@H]1CN([C@@H](C)CO)C(=O)c2ccccc2-c2ccccc2CO[C@@H]1CN(C)Cc1cccnc1 | 0.6 | 10
COc1ccc2c3c(n(C)c2c1)[C@H](CO)N(C(=O)Nc1ccc(F)cc1)CC31CN(C(=O)NC(C)C)C1 | 0.1 | -24
COc1ccc2c3c(n(C)c2c1)[C@@H](CO)N(Cc1nccs1)CC31CCN(C(=O)CC2CC2)CC1 | 0.2 | -24
CC[C@@H]1C/C=C\CCNC(=O)CCC(=O)N1 | 0.2 | -3
COc1ccc2c3c([nH]c2c1)[C@@H](CO)N(C)CC31CN(C(=O)c2cccnc2)C1 | 0.7 | 21
COc1ccc2c3c(n(C)c2c1)[C@@H](CO)N(C(=O)C1CCCCC1)CC31CN(C(=O)c2ccncc2)C1 | 0.2 | 0
CC(=O)N(C)C[C@H]1Oc2c(NC(=O)NC(C)C)cccc2C(=O)N(C)C[C@@H]1C | 0.5 | 10
C[C@@H]1CN(C)C(=O)c2cc(N(C)C)ccc2O[C@@H]1CN(C)S(C)(=O)=O | 0.2 | 18
CCC(=O)N1CCC2(CC1)CN(C(=O)Nc1ccccc1F)[C@H](CO)c1[nH]c3cc(OC)ccc3c12 | 0.4 | 24
C[C@@H]1CC=CC[C@@H](c2ccccc2)NC(=O)[C@@H](Cc2ccccc2)N(C)C(=O)c2ccccc2O1 (mixture of isomers) | 0.1 | -10
COc1ccc2c3c(n(C)c2c1)[C@@H](CO)N(C(=O)C1CCCCC1)CC31CCN(C(=O)Nc2cccc(F)c2)CC1 | 0.3 | 4
C[C@@H]1CN(C)C(=O)Cc2cc([N+](=O)[O-])ccc2O[C@H]1CN(C)C(=O)OC(C)(C)C | 0.4 | 0

4 entries picked at random from those above:
SMILES | Xi reactivation | INS-1E GSIS act
CC(C)NC(=O)N(C)C[C@@H]1Oc2ccc(NS(C)(=O)=O)cc2C(=O)N(C)C[C@H]1C | 0.3 | 2
C[C@H]1CN(C)C(=O)c2ccccc2O[C@@H]1CN(C)C | 0.2 | 2
CCCNC(=O)N1[C@@H](CO)[C@H](c2ccccc2)C12CN(C(=O)c1cccnc1)C2 | 0.1 | 9
CC(=O)N(C)C[C@H]1Oc2ccccc2C(=O)N(C)C[C@H]1C | 0.4 | -8

Some of the compounds tested (hit frequency here may not be typical).
